# M5 antag – antagonists of human muscarinic M5 receptor (CHRM5) | AID 624040 | P08912 | 360,000 tested, 0.59% active | CHO-hM5 cells, Fluo-8 calcium fluorescence, ACh EC80 | inhibition, % at 3 µM;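 active means inhibition above a per-plate cutoff, the mean of that plate's test compounds plus 3 SD, cut at about 27% in these data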;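 further: 0% = acetylcholine EC80 with DMSO and 100% = DMSO without agonist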
# TAAR1 ag – agonists of human TAAR1 | 360,000 tested, 0.99% active | Q96RJ0 | activation, % at 3 µM | CHO RD-HGA16 TAAR1, Fluo-8 calcium fluorescence; vehicle wells 0%, saturating PEA agonist 100%;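 active means activation above the mean activation of all test compounds in the run plus 3 SD, cut at about 38% in these data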
# Target sequence (Q96RJ0 whole entry, looked up): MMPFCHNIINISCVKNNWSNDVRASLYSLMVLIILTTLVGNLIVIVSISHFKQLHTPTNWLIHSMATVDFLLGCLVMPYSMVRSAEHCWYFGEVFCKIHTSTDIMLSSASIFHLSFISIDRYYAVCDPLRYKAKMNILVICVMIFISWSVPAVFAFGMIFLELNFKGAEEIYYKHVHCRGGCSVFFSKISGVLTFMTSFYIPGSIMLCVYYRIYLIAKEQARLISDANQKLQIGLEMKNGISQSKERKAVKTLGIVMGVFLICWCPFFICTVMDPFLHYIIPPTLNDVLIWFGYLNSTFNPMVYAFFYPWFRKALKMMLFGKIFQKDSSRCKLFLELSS
#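 Signal – calcium-sensitive Fluo-8 signal, excitation 470-495, emission 515-575 nm · System – RD-HGA16 (CHO) cells co-expressing Gα16 and hTAAR1 · Incubation – 17-24 h seeding, 75 min 37 °C dye, 30 min RT · Compound dosing – 3 µM single concentration · Repeats – no replicates (n 1)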
# M1 PAM parental – counter-screen for M1 PAMs: effect in parental CHO-K1 cells | ATP EC20, Fluo-8 calcium fluorescence; 0% at ATP EC20, 100% at ATP max | activation, % at 3 µM | 360,000 tested, 0.02% active | AID 602247;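 active means activation above the run cutoff, the mean activation of all test compounds plus 3 SD, cut at about 40% in these data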;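 further: peak over basal fluorescence ratio in a 140 s read after ATP addition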
# TAAR1 antag – antagonists of human TAAR1; Q96RJ0; CHO RD-HGA16 TAAR1, Fluo-8 calcium fluorescence, antagonist; inhibition, % at 3 µM; 360,000 tested, 1.5% active; AID 624466;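 active means inhibition above a per-plate cutoff, the mean inhibition of test compounds on that plate plus 3 SD, cut at about 49% in these data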;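 further: 0% = DMSO plus EC80 beta-PEA response and 100% = DMSO alone without agonist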
#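 System: RD-HGA16 CHO cells with stable hTAAR1 and Gα16 | Probe or stimulus: EC80 β-phenethylamine stimulus | Dosing: 3 µM, single point | Times: Dye loading 75 min at 37 °C, then 30 min room temperature | Measured by: Fluo-8 calcium-sensitive fluorescence | Read-out basis: % inhibition of agonist calcium response | Replicates: n of 1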
# CRFBP-R2 agonist – agonists of human CRF-binding protein/CRF-R2 receptor complex | 350,000 tested, 0.46% active | activation, % at 13.2 µM | HEK293 CRF-R2/CRF-BP, calcium dye fluorescence (FLIPR); percent of saturating CRF peptide response;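 active means activation of at least 50%, plus an integration ratio under a set limit after plate pattern correction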;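 further: plate controls were neutral control wells without compound for no effect and CRF at EC100 for full effect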
# CHRM5 agonist – agonists of human muscarinic M5 receptor (CHRM5); P08912; CHO-K1 hM5 cells, Fluo-8 calcium fluorescence; 0% DMSO wells, 100% maximal acetylcholine response; activation, % at 3 µM; 360,000 tested, 0.19% active; AID 624037;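 active means activation above the run's mean over test compounds plus 3 SD, cut at about 23% in these data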;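 further: signal is peak over basal fluorescence ratio across the kinetic read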
# CRFR2-BP antag – blocks CRF-induced signaling of the CRF-BP/CRF-R2 complex; HEK293 CRF-R2/CRF-BP, CRF-induced calcium fluorescence; inhibition, % at 11.8 µM; 350,000 tested, 0.59% active; AID 588475;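 active means inhibition of the ligand-induced calcium signal above about 50% at the single tested concentration, limit read from the data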
# CHRM4 PAM – CHRM4 positive allosteric modulation; activation, % at 3 µM; P08173; AID 624126; CHO-K1 hM4/Gqi5, Fluo-8 calcium fluorescence, ACh EC20; 0% = ACh EC20, 100% = maximal ACh; 360,000 tested, 0.4% active;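 active means activation above its plate's cutoff, the mean activation of sample wells plus 3 SD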; further: some results filed as inactive read as strong as hits
# Target sequence (P08173 whole entry, looked up): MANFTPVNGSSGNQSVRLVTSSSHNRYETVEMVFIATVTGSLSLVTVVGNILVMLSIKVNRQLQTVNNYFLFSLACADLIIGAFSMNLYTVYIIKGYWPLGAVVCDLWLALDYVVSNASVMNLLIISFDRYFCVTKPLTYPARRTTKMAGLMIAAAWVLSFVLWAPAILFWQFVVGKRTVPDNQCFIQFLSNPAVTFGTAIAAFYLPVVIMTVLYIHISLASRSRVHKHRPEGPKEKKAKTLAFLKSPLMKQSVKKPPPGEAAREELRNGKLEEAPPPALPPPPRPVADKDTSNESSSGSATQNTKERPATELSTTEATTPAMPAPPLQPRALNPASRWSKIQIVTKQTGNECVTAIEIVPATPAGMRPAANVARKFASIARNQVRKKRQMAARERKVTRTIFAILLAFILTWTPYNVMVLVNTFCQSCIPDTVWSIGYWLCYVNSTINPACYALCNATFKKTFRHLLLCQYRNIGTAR
# M5 PAM – potentiates acetylcholine response at human M5 receptor; P08912; CHO-K1 hM5, Fluo-8 calcium, ACh EC20 PAM; 0% = ACh EC20, 100% = ACh EC100; activation, % at 3 µM; 360,000 tested, 0.3% active; AID 624038;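 active means activation above the run cutoff, the mean activation of all test compounds plus 3 SD, cut at about 18% in these data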
#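 Assay system: CHO-K1 hM5 cells. Also added: acetylcholine at EC20 concentration, added after compound. Dosing: 3 µM, single dose. Times: compound preincubation 140 s before EC20 acetylcholine addition. Signal: Fluo-8 calcium fluorescence. Measure: % activation relative to EC20 and EC100 ACh responses. Repeats: singlicate, one well per test compound.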
# * marks the source's active call; other numbers are inactive results; . = not tested or not shown.
SMILES,M5 antag,TAAR1 ag,M1 PAM parental,TAAR1 antag,CRFBP-R2 agonist,CHRM5 agonist,CRFR2-BP antag,CHRM4 PAM,M5 PAM
Cn1cccc1/C=N/NC(N)=S,1,12,16,-9,0.4,1,-13,-1,-2
CCCCN(Cc1nc2ccccc2c(=O)[nH]1)C(=O)CN1C(=O)NC2(CCCCC2)C1=O,-10,4,1,-5,1.8,1,1,3,7
O=C(Nc1ccccn1)NC1CCS(=O)(=O)C1 (stereo unspecified),-1,11,15,-8,-1.3,-1,-4,1,4
COc1ccc(N2CCN(C(=O)C3CCN(S(=O)(=O)c4ccc(F)cc4)CC3)CC2)cc1,11,16,-3,2,-0.9,-2,19,5,-8
Cc1cccc(NC(=O)CSc2nc3c(oc4ccccc43)c(=O)n2-c2ccccc2)c1,-1,10,14,-3,7.9,-1,-1,15,8
CCN(CC)c1ncnc2c1ncn2[C@H]1CN(CCOC)C[C@@H](CO)O1,2,0,8,-6,.,0,.,-1,1
O=C(O)c1ccc(O)c2ncccc12,-9,4,14,-15,.,1,.,1,-1
Cc1cc(C)c(NC(=O)C2CCCN2CCO)c(C)c1 (stereo unspecified),-7,0,19,15,-0.1,-2,-2,5,1
Cc1cccc(/C=N/NC(=O)NC2CCCCC2)c1,-2,-3,-8,-26,-0.3,-2,-10,-1,-5
CCCOC(=O)Nc1cc(OC)c(Cl)cc1OC,8,-1,6,-1,-0.4,-10,-11,1,-3
CCOc1ccc(NC(=O)N[C@@H](CCSC)C(=O)OC)cc1,3,5,19,-9,-1.0,4,15,5,1
CCC(C)NCC(=O)Nc1cc(S(=O)(=O)N(CC)c2ccccc2)ccc1Cl (stereo unspecified),5,-2,24,6,-0.9,-6,17,-8,-5
NS(=O)(=O)c1ccc(NC(=S)NC(=O)/C=C/c2cccs2)cc1,6,4,7,-4,-3.3,-2,-10,-5,0
COc1cccc(CNS(=O)(=O)c2cc(Br)cc3c2N(C(C)=O)C(C)C3)c1 (stereo unspecified),-1,10,-14,12,-1.8,2,6,-6,-2
CCOC(=O)c1cc(/C(C)=N/OC(=O)c2ccc(C(C)(C)C)cc2)on1,-13,0,17,-15,1.4,4,-2,10,15
Cc1nn(-c2ccccc2)c(Cl)c1C(=O)Nc1nnc(C2CCCCC2)s1,2,3,0,3,-0.1,-1,-39,3,-3
CC1(c2nnc(-c3cccc(Cl)c3)o2)CC(c2c(Cl)cccc2Cl)=NO1 (stereo unspecified),4,7,23,64*,-0.7,1,-1,2,-11
OC(c1ccccc1)(c1ccccc1)C1CCN(C(=S)NC2CCCC2)CC1,15,0,16,0,1.0,-6,2,-2,-6
CCc1ccccc1NC(=O)/C(C#N)=C\c1ccc(Sc2ccccc2)o1,-7,12,18,3,3.1,0,-14,4,-1
Cc1[nH]c2ccc(C(=O)OCCN(C)C)cc2c1C,1,17,10,-10,2.7,-2,-1,-4,-10
Cc1nc(-c2ccccn2)sc1C(=O)Nc1ccc(Cl)c(Cl)c1,4,12,-8,17,2.5,0,-54,-5,17
O=C(COc1ccc(S(=O)(=O)N2CCOCC2)cc1Cl)NCC1CCCO1 (stereo unspecified),10,1,13,9,-0.7,-2,3,1,-4
Cc1cc(-c2nn(-c3ccccc3F)cc2CN2CCN(c3ccccn3)CC2)c(C)s1,15,-2,10,-11,0.1,2,1,-11,-23
CSc1ncccc1C(=O)OCC(=O)Nc1ccc(N2CCOCC2)cc1,12,1,-5,3,-0.9,0,4,1,1
CCc1nc2ccc(C)cc2c(C(=O)Oc2cccc3cccnc23)c1C,2,2,16,22,-0.2,0,-39,11,0
# Following part
SMILES,M5 antag,TAAR1 ag,M1 PAM parental,TAAR1 antag,CRFBP-R2 agonist,CHRM5 agonist,CRFR2-BP antag,CHRM4 PAM,M5 PAM
C=CC[C@H](CC(=O)N(CCO)Cc1ccccc1)C(=O)NC[C@@H](OC(=O)[C@@H](CC=C)Cc1ccc(F)cc1)c1ccccc1,10,11,-12,56*,3.2,-1,-7,-1,-18
O=C1NC[C@H](CCCCN2CCN(CC3CCCCC3)C(=O)C2=O)N(CCc2ccccc2)C1=O,-9,2,1,-5,.,2,.,-3,0
CSc1ccc(CN2C(=O)C(C)Oc3c(C(C)=O)cccc32)cc1 (stereo unspecified),1,-1,8,4,.,2,.,-4,-6
O=C(C(=O)N1CCc2ccccc2C1)c1cn(CC(=O)N2CCCCC2)c2ccccc12,-1,80*,8,70*,-3.5,-2,9,0,2
CC1CCCN(c2ccc(C(=O)Nc3ccc4c(c3)OCO4)cc2[N+](=O)[O-])C1 (stereo unspecified),-7,0,2,70*,-1.2,-5,-4,-12,-7
Cc1nn(C)c(C)c1/C=C/C(=O)c1cccs1,5,9,0,2,-5.0,1,7,-3,-5
COc1cc2c(cc1OC)[C@H](C)N(C(=S)Nc1ccc(F)cc1)CC2,1,1,9,-4,0.4,-1,-10,2,4
Cc1ccc(S(=O)(=O)NC(=O)NCc2ccccn2)cc1,6,6,17,-14,-0.7,0,14,-2,-1
O=C1C=C(c2cc3ccccc3s2)C[C@@H](c2ccc(Cl)cc2)C1,4,7,-1,6,1.3,3,3,5,9
COc1ccc(S(=O)(=O)N2CCOCC2)cc1NC(=O)c1sccc1C,12,1,4,-19,-0.2,-4,-1,-1,2
Cc1ccc(CSc2nnc(-c3ccccn3)n2C)cc1,-12,11,23,5,-0.2,-3,2,13,6
CC(C)CNS(=O)(=O)c1cc2c3c(c1)CCC(=O)N3CCC2,-13,0,6,-19,-1.4,-1,4,6,6
COc1ccccc1CNC(=O)CN1C(=O)NC2(CCCC2)C1=O,12,7,13,-16,-3.0,-1,0,5,-4
Cc1ccc2c(c1)c1c(n2CC(O)CNC2CCCCC2)CCCC1 (stereo unspecified),1,24,-2,11,4.1,4,-30,-1,-1
CC(=O)COc1c(-c2ccco2)oc2ccccc2c1=O,0,1,17,-16,1.6,-1,-6,5,-1
O=C(O)CN1C(=O)C2C3CC(C2C1=O)C1C(c2ccc(Cl)cc2)c2sc(=O)[nH]c2SC31 (stereo unspecified),-4,1,6,-5,-1.8,0,5,3,-3
CC1CCN(c2cc(N)c(Cl)cc2[N+](=O)[O-])CC1,-1,1,21,6,0.1,-13,21,-3,-4
O=C(c1cc2sccc2n1Cc1ccc(F)cc1)N1CCCc2ccccc21,-12,5,22,-3,4.8,-9,46,-6,7
COC(=O)[C@@H]1C[C@@]2(Br)c3ccccc3N(S(=O)(=O)c3ccccc3)[C@H]2N1C(=O)OC,1,9,-8,1,0.9,2,3,-2,-2
Cc1ccc(N2C(=O)c3ccccc3NC2c2ccccc2O)cc1 (stereo unspecified),17,0,6,0,-0.1,-8,-14,-17,-8
CN(Cc1cn(C)nc1-c1ccccc1F)CC1CCCCO1 (stereo unspecified),2,5,25,2,1.4,-2,-4,-18,-8
COc1ccc(Cl)cc1NC(=S)NNC(=O)CC(C)C,-6,5,27,-2,0.1,-2,0,1,2
Cc1c(Br)c([N+](=O)[O-])nn1CCCC(=O)Nc1c(C)n(C)n(-c2ccccc2)c1=O,2,1,-17,4,-0.5,-20,21,-22,-19
COC(=O)C1=CN(c2ccc(OC)cc2)C(N)=C(C#N)C1c1ccccc1F (stereo unspecified),4,2,.,-8,.,-3,.,0,-8
Cc1ccc(NC(=O)C(c2ccccc2)N(C)C)cc1Cl (stereo unspecified),5,.,-1,.,-0.8,-1,-12,-5,2
# (list continues)
SMILES,M5 antag,TAAR1 ag,M1 PAM parental,TAAR1 antag,CRFBP-R2 agonist,CHRM5 agonist,CRFR2-BP antag,CHRM4 PAM,M5 PAM
COc1cc(C(=O)Nc2ccc(S(=O)(=O)N3CCCCC3C)cc2)cc(OC)c1OC (stereo unspecified),5,19,-6,14,-2.1,-1,-3,-3,-7
CCCNC(=O)CSc1nccn1Cc1ccc(OC)cc1,6,2,17,-2,-3.0,3,15,1,1
COc1cccc(CNC(=O)[C@@H]2CCCN2C(=O)[C@@H]2CCCN2C(=O)c2cccc3ccccc23)c1,3,1,2,17,.,1,.,-7,-13
COc1cccc(NC(=O)C2CC(=O)N(C)C(=Nc3cccc(F)c3)S2)c1 (stereo unspecified),8,13,6,17,0.1,1,3,0,-11
CC(C)Cn1cnc2c1c(=O)n(CC(=O)N(C)C)c(=O)n2Cc1ccccc1,-4,1,0,-12,-0.3,2,7,4,8
COCCC1CCCCN1C(=O)c1cccc(OC2CCN(C3CCCC3)CC2)c1 (stereo unspecified),18,0,-4,-13,0.1,-15,10,-15,-10
Cc1nc(NC(=O)C2CCCCC2C(=O)O)sc1C (stereo unspecified),1,1,11,-19,0.9,-5,-11,-4,-2
C/C(=N\Nc1ccc(C(F)(F)F)cn1)c1ccc(S(=O)(=O)NCc2ccco2)cc1,-6,2,-4,36,6.1,2,-3,4,4
Cc1ccc(OCCNC(=O)C(C)SCC(=O)Nc2ccc(F)cc2)cc1 (stereo unspecified),-3,0,1,6,-0.3,-1,5,0,-5
O=C(O)c1cccc(C(=O)c2cccc3ccccc23)c1,6,-2,7,-16,1.7,-2,-7,-19,2
COc1ccc(CCC(=O)Nc2ccc(S(=O)(=O)NC3=NCCCCC3)cc2)cc1,-2,2,21,-12,-1.6,2,1,0,-2
O=C(Nc1ccccc1OC(F)F)c1cc2c(s1)CCC2,-4,-3,11,-6,-1.2,-3,-7,1,8
COC(=O)c1ccc(Cn2cc(C(F)(F)F)cc([N+](=O)[O-])c2=O)cc1,-1,0,-6,1,-1.0,-2,-8,-1,-1
O=C(N1CCCCCC1)N1CCN(S(=O)(=O)c2cccc([N+](=O)[O-])c2)CC1,-18,2,7,-4,-1.1,2,9,0,15
C/C(=N\O)C1(C)N(O)C(C)(C)C(c2ccc(Br)cc2)=[N+]1[O-] (stereo unspecified),-4,3,10,-2,-0.2,0,-6,10,0
CCCCCCn1c(O)c(/C=C2\C=NN=C2c2ccccc2)sc1=S,10,1,10,-1,-1.6,1,-21,-18,-11
CCOC(=O)C1CCN(CC(=O)c2c(C)[nH]c3ccccc23)CC1,6,4,17,4,-0.8,1,3,1,-5

# Ordered by count of non-hydrogen atoms (high to low): some entries from above.
SMILES,M5 antag,TAAR1 ag,M1 PAM parental,TAAR1 antag,CRFBP-R2 agonist,CHRM5 agonist,CRFR2-BP antag,CHRM4 PAM,M5 PAM
COc1ccc(CCC(=O)Nc2ccc(S(=O)(=O)NC3=NCCCCC3)cc2)cc1,-2,2,21,-12,-1.6,2,1,0,-2
CCOC(=O)c1cc(/C(C)=N/OC(=O)c2ccc(C(C)(C)C)cc2)on1,-13,0,17,-15,1.4,4,-2,10,15
CCCCCCn1c(O)c(/C=C2\C=NN=C2c2ccccc2)sc1=S,10,1,10,-1,-1.6,1,-21,-18,-11
Cc1ccc(CSc2nnc(-c3ccccn3)n2C)cc1,-12,11,23,5,-0.2,-3,2,13,6

# Bioassay records (PubChem BioAssay)
